AID2073: disruptors of CaV2.2 binding to Mint1 – biochemical, HTRF (AID 2073); HTRF protein-protein interaction, Mint1-CaV2.2; higher % means a stronger effect; actives 0.19% (n = 290,000); inhibition, % at 20 µM, or IC50 in µM where a hit was titrated; in the data active = inhibition mostly above about 51%, no sharp cut-off; inconclusive = no clear call, values can overlap the other calls; inactive = mostly below about 53%; also: some results filed as inactive read as strong as hits
ER stress rescue: protection against thapsigargin-triggered cell killing – 384-well, CSM14.1, ATP luminescence, primary screen (AID 1222); CSM14.1 thapsigargin-induced death rescue, ATP luminescence; higher % means a stronger effect; one-dose cellular ATP content (survival), % at 20 µM; EC50 in µM for titrated hits; 190,000 tested, under 10 active;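 active = EC50 below 50 µM in the dose-response confirmation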;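 also: death triggered by thapsigargin at about 15 µM added after 2 h compound pretreatment; cell ATP read after overnight thapsigargin exposure of roughly 18 to 22 hours; normalized against plate controls of thapsigargin alone and 5% DMSO vehicle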
P. falciparum M17LAP: P. falciparum M17LAP inhibitors, primary screen, biochemical, fluorogenic H-Leu-NHMec substrate, 1536-well (AID 1619) | recombinant M17LAP, H-Leu-NHMec fluorogenic kinetic assay; higher % means a stronger effect | actives 0.38% (n = 220,000) | one-dose inhibition, % at 30 µM; IC50 in µM for titrated hits;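 active = compound inhibiting the enzyme by more than half at any dose during confirmatory dose-response retesting; inconclusive = strong single-dose inhibitors picked by rank but not retested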;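 also: plate controls were full reaction with DMSO carrier for no effect and no enzyme background for full effect; strong numbers were not always called active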
SIAH1 antagonists: blockers of Siah-1 interaction with plectin peptide – biochemical, fluorescence polarization, rhodamine-plectin, uHTS, primary screen (AID 1817); displacement, % at 20 µM, or IC50 in µM where a hit was titrated; actives 0.02% (n = 290,000); Siah-1 / rhodamine-plectin peptide fluorescence polarization; higher % means a stronger effect;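 active = displacement of at least 50% at 20 µM, with a fluorescence ratio check between 0.3 and a set limit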;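 also: plate controls were Siah plus tracer with DMSO for no effect and tracer alone without Siah for full effect; strong numbers were not always called active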
LYP phosphatase: PTPN22 lymphoid phosphatase activity blockers – biochemical, fluorescence intensity, uHTS (AID 1779); actives 0.054% (n = 290,000); inhibition, % at 11.5 µM; hits with a dose series show IC50 in µM; recombinant LYP phosphatase, fluorescence intensity; higher % means a stronger effect;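 also: plate controls were vehicle with enzyme for no effect and no enzyme for full effect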
Hep lipid drop: modulators of hepatic lipid droplet formation | inhibition, % at 6.5 µM | actives 0.4% (n = 240,000) | AML12 mouse hepatocytes, oleate lipid droplets, BODIPY imaging;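 active = lipid droplet intensity inhibited by at least 50%, with more than 500 cells counted; inconclusive = wells with under 300 cells, treated as cytotoxic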
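Assay system: AML12 hepatocytes (mouse); Probe or stimulus: oleic acid at 100 µM to induce lipid droplet formation; Dosing: compound at 6.5 µM only; Schedule: compound with oleate, overnight; Detection: fluorescence imaging, 20x objective, two fields per well; Measure: % inhibition of lipid droplet signal.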
HEK293 NOD2/NF-kB: NOD2 signaling inhibitors, cell-based, luminescence, uHTS, HEK293 (AID 1566); actives 0.63% (n = 290,000); one-dose inhibition, % at 4 µM; EC50 in µM for titrated hits; HEK293 NOD2/NF-kB luciferase reporter, luminescence; higher % means a stronger effect; also: many of its hits are not listed in these tables
P. falciparum M1AAP: malaria alanyl aminopeptidase activity blockers – biochemical, fluorogenic H-Leu-NHMec substrate, 1536-well (AID 1445); actives 0.42% (n = 220,000); inhibition, % at 30 µM; hits with a dose series show IC50 in µM; recombinant M1AAP, H-Leu-NHMec fluorogenic kinetic assay; higher % means a stronger effect;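 active = primary inhibition above the hit cutoff, then over 50% inhibition at one or more dose response concentrations, cut at about 23% in these data, passing the limit was not always enough; inconclusive = conflicting primary data, or primary hits not chosen for dose response; inactive = low primary inhibition, or under 50% at every dose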;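 also: plate controls were DMSO full reaction for no effect and no enzyme background for full effect; strong numbers were not always called active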
XIAP displacement: XIAP antagonists, biochemical, IAP family, fluorescence polarization (AID 1018); XIAP BIR domain, fluorescence polarization peptide displacement; higher % means a stronger effect; displacement, % at 20 µM; hits with a dose series show IC50 in µM; actives 0.007% (n = 200,000); in the data active = displacement above about 50%; also: a part of the inactive calls stands beside numbers as strong as those of hits
Hep lipid drop cells 6.5 µM: second read-out of Hep lipid drop, no call of its own (marks repeat the call); cell count; measured here: cell count, cytotoxicity flag;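 cells counted across two imaged fields per well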
* = called active by the depositor; ? = inconclusive; / = not tested or not shown. Rule as the data show it, unless noted: active = inhibition above about 50%; inactive = the rest. Some of the compounds tested; count on the stated rates, not on these rows.

No.	mol	AID2073	ER stress rescue	P. falciparum M17LAP	SIAH1 antagonists	LYP phosphatase	Hep lipid drop	Hep lipid drop cells 6.5 µM	HEK293 NOD2/NF-kB	P. falciparum M1AAP	XIAP displacement
1	O=C(ONc1ccc(N=NC(=O)c2ccccc2O)cc1)c1ccccc1	13%	-5.5%	5%	-1%	5%	0	651	-142%	6%	-12%
2	CC(=O)C(C)Oc1ccc(Cc2ncc(C(F)(F)F)cc2Cl)cc1 (stereo not drawn)	-6%	-0.5%	3%	4%	-5%	1	637	11%	4%	-1.2%
3	COc1cccc(C(=O)Oc2ccc3c(C)cc(=O)oc3c2C(C)=O)c1	3%	1.1%	0%	-8%	2%	-5	674	14%	0%	-0.4%
4	CC(=O)N(CC(C)(C)CC=C(C)C)c1ccccc1	-2%	0.4%	-4%	-2%	-8%	/	/	0%	7%	-1.7%
5	CCc1ccc(C2CC(c3ccccc3)Nc3nc(N)nn32)cc1 (stereo not drawn)	-10%	1.3%	-3%	-6%	-3%	16	763	-30%	-3%	-1.9%
6	CCOCCCN(C(=O)Cn1nnc(-c2ccc(C)o2)n1)C(C(=O)NC1CCCC1)c1ccco1 (stereo not drawn)	5%	/	/	-4%	-4%	-7	819	19%	/	/
7	COCCCNC(=O)CN(C1CCCCC1)S(=O)(=O)c1ccc(C)cc1	-5%	-0.8%	-15%	-7%	-4%	/	/	12%	16%	-4.7%
8	O=C1CCN(S(=O)(=O)c2ccccc2)CCN1CCOCc1cccc(F)c1	8%	/	13%	6%	-11%	6	728	0%	0%	/
9	COc1cc2c(cc1OC)CN(C(=O)/C=C/c1cccs1)CC2	?	/	14%	-1%	0%	-7	673	-21%	3%	/
10	CC(/C=N/Nc1nncc(=O)[nH]1)=C\c1ccccc1	17%	0.6%	2%	6%	-1%	0	654	-7%	-1%	-6.2%
11	COc1ccc(-c2ccc(SCC(=O)c3cccs3)nn2)cc1OC	-3%	2.7%	-3%	1%	-3%	20	682	-21%	-3%	-1.5%
12	Brc1cccc(C2CC(c3ccccc3)n3nnnc3N2)c1 (stereo not drawn)	-6%	-1.2%	3%	2%	-4%	/	/	14%	3%	-11%
13	COC(=O)c1sc(Nc2ccccc2)nc1C	12%	-0.7%	4%	5%	0%	/	/	-30%	6%	-19%
14	COc1ccc(CCNC(=O)Cn2nc(C)n3nc(-c4ccccc4)cc3c2=O)cc1OC	9%	/	/	-1%	-11%	35	740	9%	/	/
15	O=[N+]([O-])c1cccc(-c2ccc(C(=S)N3CCN(c4ccccc4)CC3)o2)c1	-3%	/	-6%	0%	1%	-7	661	6%	3%	/
16	CSc1ccccc1NC(=O)C1CCCN(S(C)(=O)=O)C1 (stereo not drawn)	-3%	/	/	1%	-9%	3	799	7%	/	/
17	COc1ccc(CC(=O)Nc2ccc(C(=O)NCC(C)C)cc2)cc1	-2%	-0.7%	4%	0%	-4%	/	/	8%	0%	-4.8%
18	Brc1ccc(OCc2nnc(SCC3CCCCC3)o2)cc1	-4%	-1.2%	5%	5%	-2%	-16	662	1%	-1%	-0.7%
19	O=C(NCC(=O)N1CCCCC1)c1ccc2ccccc2c1	11%	/	/	3%	-10%	-4	677	-17%	/	/
20	CC(C)Cn1c(-c2ccc(Br)o2)n[nH]c1=S	-16%	-1.3%	4%	3%	-6%	2	730	-2%	11%	0.2%
21	CS(=O)(=O)NCc1nnc(SCc2ccc(C(F)(F)F)cc2)o1	6%	/	12%	0%	3%	1	647	9%	9%	/
22	O=C(c1ccc(NS(=O)(=O)c2cccc(C(F)(F)F)c2)cc1)N1CCCC1	14%	/	/	2%	-8%	-3	636	3%	/	/
23	O=C(O)C1Cc2ccccc2CN1C(=O)COc1ccc(Cl)cc1Cl (stereo not drawn)	40%	-0.6%	6%	9%	-3%	4	775	-5%	-8%	-3.0%
24	O=S(=O)(Nc1ccc2c(c1)OCCO2)c1ccc(F)c(F)c1	-3%	/	/	1%	-14%	-4	709	1%	/	/
25	CC1CCCN(S(=O)(=O)c2cc(Cl)ccc2Cl)C1 (stereo not drawn)	-2%	-2.6%	2%	-1%	2%	-1	785	-21%	10%	-2.9%
26	Cc1ccc2c(c1)N(CC(=O)NC1CCC(C)CC1)C(=O)CO2 (stereo not drawn)	11%	-1.5%	9%	2%	-4%	/	/	13%	1%	-2.9%
27	CC(C)(C)c1ccc(OCc2ccc(C(=O)N/N=C3\CC4CC=CC34)cc2)cc1 (stereo not drawn)	11%	2.3%	-6%	1%	-7%	29	601	9%	3%	-0.7%
28	CCOC(=O)c1sc(-c2ccccc2)nc1C	-3%	-1.3%	4%	3%	-9%	2	480	-4%	13%	-2.9%
29	CCN1CCN(C(=O)/C=C/c2cccc(Cl)c2)CC1	29%	/	/	-5%	-7%	4	852	3%	/	/
30	O=C(NCCCNCCCNC(=O)c1ccccn1)c1ccccn1	-3%	3.1%	-4%	-1%	-7%	0	808	-44%	5%	-5.6%
31	CCN(CC)C(=O)Cn1cc(C(=O)C(=O)NCCCN2CCCCC2)c2ccccc21	2%	/	/	-4%	-4%	-15	690	10%	/	/
32	CCn1c(SCC(=O)Nc2ccc(-c3nc4ccc(C)cc4s3)cc2)nnc1-c1ccccc1	12%	-1.6%	5%	12%	-3%	14	737	-18%	-3%	1.1%
33	Cc1nc2ccc(NC(=O)c3cccc(S(=O)(=O)N(C)c4ccccc4)c3)cc2s1	10%	2.5%	13%	3%	3%	-7	614	7.3µM*	2%	-9.7%
34	C/C(=N/NC(=O)c1ccc(Br)o1)c1cccc(NC(=O)c2ccc(F)cc2)c1	13%	/	/	0%	-7%	0	661	-3%	/	/
35	C=CCOc1c(Br)cc(CNn2nnnc2N)cc1OCC	-3%	-3.0%	7%	-4%	-7%	7	665	7%	0%	-5.4%
36	COc1ccc(NC(=O)CCNC(=O)N2CC(=O)Nc3ccccc32)c(OC)c1	-2%	/	/	-2%	-14%	-7	738	18%	/	/
37	Cc1ccc(-c2nn(C)c(=O)c3ccccc23)cc1S(=O)(=O)NCCN(C)C	3%	-0.9%	/	13%	-1%	2	726	16%	/	-1.8%
38	CCc1nc2cccnc2n1-c1ccc(CC(=O)O)cc1	-22%	/	/	3%	-7%	28	642	4%	/	/
39	Cc1cc(C)n(CC(=O)N/N=C/c2c[nH]c3ccccc23)n1	7%	/	-1%	1%	-1%	16	746	-27%	1%	/
40	CCC1(C)Cc2c(sc3c2c(=O)n(C)c2nnc(SCc4ccccc4)n32)CO1 (stereo not drawn)	-2%	0.0%	-5%	4%	0%	12	771	7%	1%	-6.1%
41	CCOC(=O)NNC(=O)C1CCC(C)CC1 (stereo not drawn)	-14%	-0.9%	17%	0%	-4%	16	785	15%	4%	-7.6%
42	COCc1ccc(C(=O)NC2CC(C)(C)Cc3c2cnn3-c2ccc(OC)cc2)o1 (stereo not drawn)	0%	/	/	-1%	-8%	-18	679	13%	/	/
43	CCCCC(=O)Nc1nnc(S(=O)(=O)N(CC)c2ccccc2)s1	12%	/	/	-3%	-6%	-11	870	11%	/	/
44	CC1CCc2cc(F)ccc2N1C(=O)c1cnc2sccn2c1=O (stereo not drawn)	5%	/	13%	4%	2%	-4	642	-4%	13%	50%
45	Nc1ccc(-c2nc3ncccc3o2)cc1	28%	/	/	-4%	-7%	4	756	-2%	/	/
46	COc1ccc(NC(=O)Cc2c(C(=O)O)n(C)c3ccccc23)cc1OC	5%	-1.5%	-2%	-2%	-6%	15	698	0%	-3%	-3.4%
47	Cc1cc(C)cc(NC(=S)/C(=C(\[O-])c2ccc(Cl)cc2Cl)[n+]2ccccc2)c1	28%	-0.7%	8%	-1%	0%	-22	754	-2%	5%	-3.1%
48	NS(=O)(=O)c1ccc(NC(=O)c2cccc3ccccc23)cc1	5%	/	/	3%	-5%	-17	778	14%	/	/
49	CC(=O)c1ccc(Sc2ccccn2)c([N+](=O)[O-])c1	-9%	/	13%	-5%	-10%	-15	693	14%	0%	/
50	NC(=S)N/N=C/c1ccccc1OC(=O)/C=C/c1ccccc1	-6%	/	/	3%	-5%	26	704	6%	/	/

(cont.)
No.	mol	AID2073	ER stress rescue	P. falciparum M17LAP	SIAH1 antagonists	LYP phosphatase	Hep lipid drop	Hep lipid drop cells 6.5 µM	HEK293 NOD2/NF-kB	P. falciparum M1AAP	XIAP displacement
51	COc1ccc(C(=O)Nc2ccccc2C(=O)NCCCn2ccnc2)cc1	10%	-1.3%	0%	-1%	-6%	/	/	0%	1%	-5.9%
52	Cn1cc(CN2CCCC(CO)(Cc3ccccc3)C2)cn1 (stereo not drawn)	4%	0.6%	-10%	-2%	-5%	7	664	8%	6%	-12%
53	COc1cccc(CN2CCN(Cc3ccc(C#CC(C)(C)O)s3)CC2CCO)c1 (stereo not drawn)	-1%	-0.5%	3%	4%	-3%	2	673	6%	5%	0.9%
54	CC(=O)Nc1ccc(NC(=O)Cn2nc(C(=O)Nc3ccc(C)cc3)ccc2=O)cc1	8%	/	/	6%	-12%	5	751	7%	/	/
55	NC(=O)C1CCN(c2ccc(C(F)(F)F)cc2[N+](=O)[O-])CC1	19%	1.4%	3%	5%	-4%	-3	747	12%	-1%	-2.7%
56	COC(=O)C1=C(C)N(c2ccc(F)cc2)C(=O)C1	-2%	-1.0%	2%	4%	0%	2	659	-26%	2%	-6.4%
57	CC(=O)Nc1cccc(NC(=O)C2CCCN2C(=O)Nc2ccc(Cl)cc2)c1 (stereo not drawn)	-2%	-3.6%	6%	0%	-10%	-5	732	6%	84µM*	0.8%
58	COc1cc(Br)c(CN2C(=O)NC3(CCCCCC3)C2=O)cc1OC	3%	/	/	-2%	-11%	-2	896	-25%	/	/
59	CCOc1ccc(S(=O)(=O)N2CN3CCN(C3)C2)cc1	16%	/	/	0%	-6%	4	836	18%	/	/
60	CC1(C)CC(=O)C(C(C2=C(O)CC(C)(C)CC2=O)c2ccco2)C(=O)C1 (stereo not drawn)	19%	0.0%	34%	-1%	-6%	/	/	7%	9%	-4.0%
61	COc1ccc(-c2coc3cc4oc(=O)cc(C)c4cc23)cc1F	4%	-1.2%	-31%	20%	-7%	/	/	-54%	5%	-9.3%
62	O=C(O)Cc1ccc2oc(-c3ccccn3)nc2c1	21%	/	/	2%	-2%	-4	773	0%	/	/
63	O=C(CSCc1ccccc1)N1CCN(Cc2ccc3c(c2)OCO3)CC1	-12%	1.3%	4%	0%	-4%	-1	717	-66%	4%	-11%

Screens from PubChem BioAssay.
